# AmpC no deterg – AmpC beta-lactamase inhibition without detergent | AID 485341 | actives 0.52% (n = 330,000) | AmpC nitrocefin hydrolysis, absorbance 480 nm, 0.0001% Triton | Potency, µM (doses to about 57.1 µM), inactives show at the highest dose activity change, negative = inhibition, usual class: inhibitors;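 note: potency is the fitted concentration of half-maximal effect; plate controls were no compound for no effect and no enzyme for full effect; nearly all actives have a fitted effect of over 20% in size; some results filed as inactive show a strong effect at the top dose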
# Target sequence (P00811 whole entry, looked up): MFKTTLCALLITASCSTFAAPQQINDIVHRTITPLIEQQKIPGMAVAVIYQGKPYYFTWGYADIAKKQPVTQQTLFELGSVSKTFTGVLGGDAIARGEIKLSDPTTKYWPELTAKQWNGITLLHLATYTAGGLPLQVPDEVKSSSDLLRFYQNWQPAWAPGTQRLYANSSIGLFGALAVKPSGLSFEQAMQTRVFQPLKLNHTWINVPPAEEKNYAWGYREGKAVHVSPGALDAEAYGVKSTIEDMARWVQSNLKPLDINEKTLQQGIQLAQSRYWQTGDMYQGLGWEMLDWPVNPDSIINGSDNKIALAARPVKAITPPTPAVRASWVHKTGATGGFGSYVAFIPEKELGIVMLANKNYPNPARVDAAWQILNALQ
#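 AmpC (5.3 nM in the dispensed reagent) in 20 mM phosphate pH 7.0 with 0.01% (detergent screen) or 0.0001% Triton X-100 was preincubated with compounds for 15 min at room temperature. Nitrocefin was then added from an 800 uM solution, and hydrolysis was followed at 480 nm.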
# AmpC detergent – inhibitors of E. coli AmpC beta-lactamase with detergent; Potency, µM (titrated, usually from 114 µM), for the others: top-dose activity change, negative = inhibition, hits mostly inhibitors; AmpC hydrolysis of nitrocefin, absorbance 480 nm, 0.01% Triton; P00811; actives 0.041% (n = 370,000);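 note: potency is the fitted concentration of half-maximal effect; 0% = no-compound wells and -100% = no-enzyme wells; nearly all actives have a fitted effect of over 25% in size; some results filed as inactive show a strong effect at the top dose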
#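 20 mM phosphate pH 7.0 + 0.01% (detergent screen) or 0.0001% Triton X-100; 5.3 nM AmpC reagent; cpd preinc 15 min RT; nitrocefin (800 uM stock) to start; A480 q20 s × 4 min; Activity was normalised to no-enzyme and no-compound control wells.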
# AMA1-RON2 inh – AMA1-RON2 (P. falciparum) interaction inhibition; AlphaScreen AMA1-biotinylated RON2 peptide binding; Potency, µM (doses to about 58.2 µM), without a hit: at the highest dose activity change, negative = inhibition, hits mostly inhibitors; actives 0.2% (n = 360,000);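 note: potency is the fitted concentration of half-maximal effect; 0% = vehicle wells and -100% = peptide control; nearly all actives have a fitted effect of over 45% in size; some results filed as inactive show a strong effect at the top dose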
#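 AMA1 (3D7) with his tag at 25 nM final met compounds first, then biotinylated RON2 peptide at 25 nM; detection used donor plus acceptor beads, 10 µg/mL apiece, read by AlphaScreen after 30 min at room temperature.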
# LmPK inhibitor – LmPK (Leishmania mexicana) enzyme inhibition | actives 0.37% (n = 290,000) | Q27686 | purified LmPK, Kinase-Glo ATP luminescence, 1 h | Potency, µM (doses to about 57.5 µM), without a hit: at the top dose activity change, negative = inhibition, hits mostly inhibitors; note: potency is the fitted concentration of half-maximal effect
# Target sequence (Q27686 whole entry, looked up): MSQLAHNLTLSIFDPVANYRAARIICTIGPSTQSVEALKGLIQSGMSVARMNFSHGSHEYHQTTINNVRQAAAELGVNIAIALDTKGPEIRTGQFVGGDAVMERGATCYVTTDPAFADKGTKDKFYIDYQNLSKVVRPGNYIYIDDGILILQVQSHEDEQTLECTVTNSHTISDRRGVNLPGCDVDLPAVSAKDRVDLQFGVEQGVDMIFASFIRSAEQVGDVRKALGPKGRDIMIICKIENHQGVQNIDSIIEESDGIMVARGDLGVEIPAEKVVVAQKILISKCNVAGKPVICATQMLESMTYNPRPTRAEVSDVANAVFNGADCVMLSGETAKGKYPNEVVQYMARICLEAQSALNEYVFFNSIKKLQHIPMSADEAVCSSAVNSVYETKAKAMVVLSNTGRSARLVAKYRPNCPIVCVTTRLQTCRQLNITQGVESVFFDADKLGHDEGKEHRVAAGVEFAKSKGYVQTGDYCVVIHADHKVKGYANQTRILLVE
#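 ATP generated from ADP (0.1 mM) and PEP (0.5 mM) by 0.1 nM LmPK over 1 h at room temperature (pH 7.2 imidazole buffer) was detected by coupled luciferase luminescence. Values were normalized to uninhibited and no-enzyme wells.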
# HCV inh – blocks hepatitis C virus; Potency, µM (top dose mostly 41.8 µM), without a hit: at the highest dose activity change, negative = inhibition, hits mostly inhibitors; AID 651820; actives 3.4% (n = 340,000); Huh7.5.1 HCVcc-Cre infection, luciferase reporter, 44 h; note: potency is the fitted concentration of half-maximal effect
#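 After 44 h co-culture of compound, cells and HCVcc-Cre (~0.5 moi), substrate is added for 15 min at room temperature and luciferase measured over 15 sec. Cells were seeded at 1,000/well and pre-cultured 4 h.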
# HCMV antiviral – blocks human cytomegalovirus replication; actives 4.5% (n = 410,000); HFF cells, HCMV-luciferase reporter, 72 h; stronger effect = lower value; activity change, negative = inhibition, % at 57.5 µM; in the data active = activity change below about -60%; inconclusive = no clear call, values can overlap the other calls; inactive = above about -39%
#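 Human foreskin fibroblasts infected with luciferase-reporter HCMV at MOI 1 PFU/cell, compounds at two doses. Luciferase measured 72 h post infection; normalized to buffer-only basal and Salinomycin (10uM) controls.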
# TbPYK inhibitor – inhibitors of Trypanosoma brucei pyruvate kinase; Q57TT1; Potency, µM (doses to about 76.8 µM), inactives show at the highest dose activity, negative = inhibition, actives largely listed as inhibitors; TbPYK enzyme, Kinase-Glo Plus ATP luminescence, 45 min; actives 0.12% (n = 410,000); note: potency is the fitted concentration of half-maximal effect; nearly all actives have a fitted effect of over 50% in size
#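 Assay buffer: 50 mM TEA pH 7.2, 100 mM KCl, 10 mM MgCl2, 0.05% BSA, 0.01% Tween-20. Pyruvate kinase from T. brucei plus substrate met compound, then ADP (130 uM final). Luminescence was read post 45 min RT.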
# * marks the source's active call; other numbers are inactive results; ? = inconclusive; nt = no result given; [ ] = dose if it differs, or a comment. Unless noted, calls come from the whole dose curve; as a rule, active = well fitted curve in the direction sought with a large enough effect; inconclusive = small, poorly fitted or top-dose-only effect, or another doubt; inactive = no such curve, though single readings can be large; an effect the other way counts as inactive or inconclusive. Unless noted, % is set by controls: 0 for no effect and ±100 for the full control effect.
SMILES,AmpC no deterg,AmpC detergent,AMA1-RON2 inh,LmPK inhibitor,HCV inh,HCMV antiviral,TbPYK inhibitor
O=C(CCc1nc2ccccc2c(=O)[nH]1)NNC(=O)c1ccccc1Cl,-8%,?,16%,nt,8%,0,2%
CC1CCC(CN2C(Nc3ccccc3)=NC[C@@H]2C)CC1 (stereo partly drawn),-11%,-14%,-4%,-8%,-25%,-37,-7%
Cc1ccc(-c2csc(NC(=O)/C=C/c3ccco3)c2C(=O)O)cc1,-56%,-1%,-12%,-13%,15%,84,-19%
COc1ccc(CC(=O)Nc2ccccc2C(=O)N2CCOCC2)cc1OC,-46%,-8%,-10%,-3%,35%[activator],12,-1%
Cc1ccc(CNc2ccc([N+](=O)[O-])cc2C(N)=O)cc1,-8%,-7%,-5%,nt,?,70,5%
Cc1ccc(Sc2cc(Cl)nc(N)n2)cc1,-7%,-3%,-4%,-1%,13%,11,3%
CCOc1ccc(OCc2ccc(C(=O)N3CCCCC3)o2)cc1,48%,8%,-5%,-10%,?,-30,9%
COc1ccc(C(=O)COC(=O)c2sccc2C)cc1OC,7%,nt,-4%,nt,?,11,-2%
COc1ccc(C(C)C)cc1S(=O)(=O)Nc1ncn[nH]1,-4%,0%,-3%,-8%,20%,71,-9%
CCCCN1C(=O)C(O)(CC(=O)c2ccccc2OC)c2ccccc21 (stereo not drawn),2%,-3%,-5%,5%,1%,-24,-2%
CC(C)C(NC(=O)c1ccc(Cl)cc1Cl)C(=O)N1CCN(S(=O)(=O)c2ccccc2)CC1 (stereo not drawn),40%,nt,0%,nt,-11%,27,4%
O=C(CCn1c(=S)oc2ccccc21)Nc1cccc(F)c1,-15%,0%,10%,8%,?,-15,-3%
CS(=O)(=O)N1CCN=C1SCc1ccc(Br)cc1,12%,-6%,-4%,9%,7%,?,-6%
Cc1cccc(C)c1OCC(=O)NCC1(N(C)C)CCCCC1,nt,-4%,nt,nt,nt,17,1%
CC(C)C[C@@H]1COc2cccc(N3CCC[C@H]3CO)c2S(=O)(=O)N1,nt,nt,-11%,nt,nt,-17,-13%
CCOc1ccccc1NC(=O)N1CC(C)Oc2ccc(Cl)cc21 (stereo not drawn),nt,5%,nt,nt,nt,24,2%
Cn1cccc1C(=O)NC(=O)COC(=O)CC12CC3CC(CC(C3)C1)C2,-32%,-2%,-1%,4%,10%,28,-1%
CCCNS(=O)(=O)c1ccc(OCC(=O)Nc2ccc3c(c2)OCCO3)c(C)c1,-11%,-11%,-2%,nt,?,-5,9%
CCOc1ccc2nc(N3CCCC(C(=O)NC4CCCC4)C3)sc2c1 (stereo not drawn),13%,1%,-10%,-4%,?,27,-8%
CC(C)c1ccccc1OCCCCCN1CCOCC1,nt,nt,-15%,nt,-16%,18,-12%
O=CNc1ccc(OP(=O)(Oc2ccccc2)Oc2ccccc2)cc1,3%,-2%,4%,-1%,12%,-4,2%
CCn1ccnc1C(O)(c1ccccc1)c1ccccc1,-19%,?,-2%,5%,6%,41,4%
Cc1ccc(OCCC(=O)N(CC(=O)Nc2ccccc2C(F)(F)F)Cc2ccco2)cc1,25%,?,-17%,nt,0%,-11,-3%
Cc1ccc(CNC(=O)C2CCC(=O)N(CCc3ccccn3)C2)s1 (stereo not drawn),-5%,2%,-2%,-6%,10%,?,-5%
CCN(CC)c1nc(C(N)=O)cc(-c2ccccc2)n1,12%,-9%,0%,4%,?,-36,-2%
Cc1ccc(C(=O)N/C(=C/c2cn(-c3ccccc3)nc2-c2ccccc2)C(=O)O)cc1,-35%,2%,18%,9%,17%,-14,-8%
Cc1c(CN2CCC(CO)(CCOc3ccccc3)CC2)[nH]c2ccc(Cl)cc12,168%[activator],-2%,-20%,-1%,?,-92*,0%
O=C(CSc1nnnn1-c1ccccc1)CSc1nnnn1-c1ccccc1,-21%,-13%,-5%,0%,?,18,2%
CCOc1ccc(/C(O)=C2/C(=O)C(=O)N(CCN(CC)CC)C2c2ccco2)cc1 (stereo not drawn),-13%,0%,-10%[11.6 µM],-5%,3%,-31,-8%
CC(=O)NCCNc1nc2cc(-c3ccc(C)cc3)sc2c(=O)n1C,nt,nt,4%,nt,nt,-31,-2%
COC(=O)c1ccccc1S(=O)(=O)NNC(=O)c1ccccc1-n1cccc1,-17%,-6%,50%[activator],-4%,2%,9,0%
CC(=O)c1ccc(NC(=O)c2ccc(CNc3c(N4CCOCC4)c(=O)c3=O)cc2)cc1,37%,7%,3%,-10%,-5%,-32,1%
COC(=O)c1cc(S(=O)(=O)N(Cc2ccccc2)C(C)(C)C)c[nH]1,-24%,?,2%,3%,-10%,?,8%
CS(=O)(=O)Cc1nc2ccccc2n1CC(=O)Nc1cccc(S(=O)(=O)N2CCCC2)c1,nt,nt,-4%,nt,2%,-13,-2%
CCN(CC)CCC(=O)N1c2ccccc2CCc2ccc(NC(=O)OC(C)C)cc21,63%[activator],-10%,-6%,-5%,?,17,-2%
CCCOc1ccc(C2c3c(oc4ccccc4c3=O)C(=O)N2c2nnc(C(C)C)s2)cc1 (stereo not drawn),nt,18%,nt,nt,nt,13,1%
Cc1ccc(S(=O)(=O)N(C(=O)c2ccncc2)c2ccc(OC(=O)c3ccncc3)cc2)cc1,180%[activator],?,-8%,-3%,4%,-68*,-4%
O=C(Nc1nnc(SCC(=O)N2CCCc3ccccc32)s1)c1ccc2ccccc2c1,-18%,5%,-8%[2.32 µM],-3%,-14%,111,11%
Cc1cc(C)c(CN2CCCC(CNC(=O)c3ccc(F)cc3)C2)c(-n2cccn2)c1 (stereo not drawn),-3%,-3%,4%,4%,-14%,4,0%
CCc1ccc(-c2cc(C)no2)cc1S(=O)(=O)N1CCN(c2ccc(C(C)=O)cc2)CC1,18%,-8%,0%,-13%,6.3µM*,?,-5%

# Compound profiles, from the list above. Screens in order: AmpC no deterg, AmpC detergent, AMA1-RON2 inh, LmPK inhibitor, HCV inh, HCMV antiviral, TbPYK inhibitor
# CS(=O)(=O)Cc1nc2ccccc2n1CC(=O)Nc1cccc(S(=O)(=O)N2CCCC2)c1 reads nt, nt, -4%, nt, 2%, -13, -2%
# CCc1ccc(-c2cc(C)no2)cc1S(=O)(=O)N1CCN(c2ccc(C(C)=O)cc2)CC1 reads 18%, -8%, 0%, -13%, 6.3µM*, ?, -5%
# Cc1ccc(S(=O)(=O)N(C(=O)c2ccncc2)c2ccc(OC(=O)c3ccncc3)cc2)cc1 reads 180%[activator], ?, -8%, -3%, 4%, -68*, -4%
# CC(=O)c1ccc(NC(=O)c2ccc(CNc3c(N4CCOCC4)c(=O)c3=O)cc2)cc1 reads 37%, 7%, 3%, -10%, -5%, -32, 1%
# O=C(Nc1nnc(SCC(=O)N2CCCc3ccccc32)s1)c1ccc2ccccc2c1 reads -18%, 5%, -8%[2.32 µM], -3%, -14%, 111, 11%

# Additional structures follow.
SMILES,AmpC no deterg,AmpC detergent,AMA1-RON2 inh,LmPK inhibitor,HCV inh,HCMV antiviral,TbPYK inhibitor
CC(C)C1C(=O)N(Cc2cn(CC3CCCCC3)nn2)CCS(=O)(=O)N1Cc1ccc(-c2ccncc2)cc1 (stereo not drawn),nt,nt,5%,nt,nt,0,2%
Cc1ccc(C(=O)N2CCN(c3cccc(C)c3C)CC2)cc1S(=O)(=O)N1CCOCC1,186%[activator],6%,-8%,nt,-25%,-18,-8%
O=C(O)CSc1nnc(-c2ccncc2)n1CCc1ccccc1,-13%,?,0%,-2%,18%,-21,-11%
CC1(C(=O)NS(=O)(=O)C2CC2)CCCN(C(=O)c2ccc3ccccc3c2)C1 (stereo not drawn),nt,nt,2%,nt,nt,-2,-7%
CCN(CC)C(=O)CSc1nc2[nH]ncc2c(=O)[nH]1,-20%,?,1%,-1%,0%,?,-9%
CCOC(=O)c1c(NC(=O)/C=C/c2ccc(OCC)cc2)sc(C)c1C,nt,-6%,nt,nt,nt,4,1%
Cc1oc(-c2ccc(Cl)cc2)nc1CSc1nnc(C)n2c1cc1sccc12,nt,19%,nt,nt,nt,70,-2%
c1ccc2c(c1)oc1c(NCC3CCCO3)ncnc12 (stereo not drawn),-6%,-2%,1%,-7%,-25%,-28,-12%
Cc1nnc(SCC(=O)Nc2ccc3[nH]c(=O)[nH]c3c2)s1,-11%,-13%,-9%,nt,-25%,-15,-6%
COc1ccccc1C(=O)NCCC(=O)NC1CCCCCC1,-18%,nt,27%,nt,1%,-28,-6%

# Single entries from the entries so far.
# Cc1ccc(C(=O)N2CCN(c3cccc(C)c3C)CC2)cc1S(=O)(=O)N1CCOCC1 in HCV inh has -25%
# CCOC(=O)c1c(NC(=O)/C=C/c2ccc(OCC)cc2)sc(C)c1C in AmpC detergent has -6%

# Later entries.
SMILES,AmpC no deterg,AmpC detergent,AMA1-RON2 inh,LmPK inhibitor,HCV inh,HCMV antiviral,TbPYK inhibitor
COc1ccc(/C=N\n2nnc3ccccc32)cc1,-33%,-7%,8%,-19%,?,-3,-22%
CC1C/C(=N\NC(=O)c2ccc(NS(=O)(=O)c3ccc(Br)cc3)cc2)CC(C)(C)C1 (stereo not drawn),?,-7%,54%[activator],2%,30%,59,0%
O=c1nc(N/N=C/c2ccccn2)cn[nH]1,-16%,5%,-15%,-16%,?,80,-13%
Cc1ccc(SCc2cc(=O)[nH]c(Nc3nc(C)c4cccc(C)c4n3)n2)cc1,-18%,-11%,3%,0%,nt,65,3%
Cc1cccc(CS(=O)(=O)Cc2ccc(C(=O)NCc3ccco3)o2)c1,2%,-1%,-8%,3%,22%,-15,-7%
CC(C)=CC(=O)OCC(=O)Nc1ccc(SC(F)F)cc1,-19%,-5%,3%,1%,2%,2,-3%
Cc1cccc(CN2CCN(C3CN(Cc4ccccc4)S(=O)(=O)C3)CC2)c1 (stereo not drawn),nt,nt,-3%,nt,nt,-24,0%
O=C(CCN1CCCCC1)Nc1ccc(Br)cc1C(=O)c1ccccc1,12%,2%,13%,3%,?,?,-2%
O=C(O)C1C2C=CC(O2)C1C(=O)NCc1ccc(Cl)cc1 (stereo not drawn),-8%,0%,16%,-2%,16%,3,-4%
CC(C)OC(=O)c1ccc2nc3ccccc3nc2c1,-15%,-1%,-13%,0%,-23%,-9,-2%
CCc1nc2ccc(C(=O)NCc3ccco3)cc2nc1CC,-11%,3%,-10%,1%,?,-14,-2%
CCOC(=O)c1sc(-c2ccc(C)cc2)c(C#N)c1C,-24%,?,4%,-6%,?,-30,-5%
CCC(C)C(CO)NCCCn1cnc(C(=O)Nc2ccc(C)c(C)c2)n1 (stereo not drawn),nt,nt,5%,nt,3%[8.37 µM],-37,2%
CCS(=O)(=O)c1ccccc1C(=O)Nc1ccc(-c2nc3ccccc3s2)cc1,nt,4%,nt,nt,nt,28,0%
